HCMV inh: human cytomegalovirus inhibition; HFF cells, HCMV-luciferase reporter, 72 h; hits give low values; activity change, negative = inhibition, % at 57.5 µM; actives 4.5% (n = 410,000); in the data active = activity change below about -60%; inconclusive = no clear call, values can overlap the other calls; inactive = above about -39%
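Human foreskin fibroblasts infected with luciferase-reporter HCMV at MOI 1 PFU/cell, compounds at two doses. Luciferase measured 72 h post infection; normalized to buffer-only basal and Salinomycin (10uM) controls.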
AMA1 RON2 block: inhibitors of Plasmodium falciparum AMA1-RON2 interaction; AlphaScreen AMA1-biotinylated RON2 peptide binding; AID 720542; Potency, µM (titrated, usually from 58.2 µM), for the others: at the top dose activity change, negative = inhibition, actives largely listed as inhibitors; actives 0.2% (n = 360,000); active = well fitted inhibition curve with a large enough effect; inconclusive = small, poorly fitted or top-dose-only effect; inactive = no such curve, though single readings can be large or run the other way;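 note: potency is the fitted concentration of half-maximal effect; 0% = vehicle wells and -100% = peptide control; nearly all actives have a fitted effect of over 45% in size; some results filed as inactive show a strong effect at the top dose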
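AMA1 (3D7) with his tag at 25 nM final met compounds first, then biotinylated RON2 peptide at 25 nM; detection used donor plus acceptor beads, 10 µg/mL apiece, read by AlphaScreen after 30 min at room temperature.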
* hit, by the source's call; ? = inconclusive; & = joins results of further samples; [ ] = dose if it differs, or a comment. Unless noted, % is set by controls: 0 for no effect and ±100 for the full control effect.

Start of the data: the first 14 records as a preview:
SMILES	HCMV inh	AMA1 RON2 block
Clc1ccccc1-c1cc2nc(NCCCn3ccnc3)ccn2n1	173	9%
COc1cc(CN2CC(C)OC(C)C2)cc(OC)c1 (centres undefined)	-4	-15%
O=C1NC(Cc2ccccc2)c2nc3cc(F)c(F)cc3c(=O)n2-c2ncccc21 (centres undefined)	-39	4%
Cc1ccccc1NC(=NCCCN1CC1)Nc1ccccc1C	-77*	-2%
O=C1NCN(c2ccccc2)C12CCN(C(c1cccs1)c1nnnn1-c1ccc3c(c1)OCCO3)CC2 (centres undefined)	-10	-28%
Cc1ccccc1-n1c(SC(C)C(=O)NCC2CCCO2)nnc1-c1ccncc1 (centres undefined)	-24	3%
C#Cc1ccc([C@H]2C=C(C(=O)OCC=C)O[C@@H](OCc3ccc(CO)cc3)C2)cc1	6	2%
COc1ccc(OC(=O)N(C)C[C@@H]2OCc3ccccc3-c3c(n(C)c4ccccc34)C(=O)N([C@H](C)CO)C[C@@H]2C)cc1	2	2%
COc1cccc(C2=NN(C(=O)C3CC3)C(O)(C(F)(F)F)C2)c1 (centres undefined)	10	3%
COc1ccccc1-c1cccc([C@@H]2C[C@H]3[C@H](CON3C)CN2C)c1	-9	10%
CC1CC(C)CN(C(CCc2ccccc2)C(=O)NC2CCCCC2)C1 (centres undefined)	-8	6%
COc1cccc(-c2cnc3c(NC(C)=O)cc(-c4cc(F)ccc4OC)cn23)c1	-15	1%
COc1ccccc1Cc1c(-c2ccc(Cl)cc2)nc2ccc(Cl)cn12	13	16%
CN(C)C(=O)c1ccc(-c2nnc(OCc3nc4ccccc4n3C)c3ccccc23)cc1	-5	-10%

All compounds of this part, from the start:
SMILES	HCMV inh	AMA1 RON2 block
Clc1ccccc1-c1cc2nc(NCCCn3ccnc3)ccn2n1	173	9%
COc1cc(CN2CC(C)OC(C)C2)cc(OC)c1 (centres undefined)	-4	-15%
O=C1NC(Cc2ccccc2)c2nc3cc(F)c(F)cc3c(=O)n2-c2ncccc21 (centres undefined)	-39	4%
Cc1ccccc1NC(=NCCCN1CC1)Nc1ccccc1C	-77*	-2%
O=C1NCN(c2ccccc2)C12CCN(C(c1cccs1)c1nnnn1-c1ccc3c(c1)OCCO3)CC2 (centres undefined)	-10	-28%
Cc1ccccc1-n1c(SC(C)C(=O)NCC2CCCO2)nnc1-c1ccncc1 (centres undefined)	-24	3%
C#Cc1ccc([C@H]2C=C(C(=O)OCC=C)O[C@@H](OCc3ccc(CO)cc3)C2)cc1	6	2%
COc1ccc(OC(=O)N(C)C[C@@H]2OCc3ccccc3-c3c(n(C)c4ccccc34)C(=O)N([C@H](C)CO)C[C@@H]2C)cc1	2	2%
COc1cccc(C2=NN(C(=O)C3CC3)C(O)(C(F)(F)F)C2)c1 (centres undefined)	10	3%
COc1ccccc1-c1cccc([C@@H]2C[C@H]3[C@H](CON3C)CN2C)c1	-9	10%
CC1CC(C)CN(C(CCc2ccccc2)C(=O)NC2CCCCC2)C1 (centres undefined)	-8	6%
COc1cccc(-c2cnc3c(NC(C)=O)cc(-c4cc(F)ccc4OC)cn23)c1	-15	1%
COc1ccccc1Cc1c(-c2ccc(Cl)cc2)nc2ccc(Cl)cn12	13	16%
CN(C)C(=O)c1ccc(-c2nnc(OCc3nc4ccccc4n3C)c3ccccc23)cc1	-5	-10%
Cc1ccc2nc(-c3cccc(Br)c3)c(Cc3cccc(Cl)c3)n2c1	83	-13%
Cc1ccc(NS(=O)(=O)c2ccc(NC(=O)c3ccccc3C(=O)O)cc2)c(C)c1	8	-6%
CC(C)CN(C(=O)Cn1c(C(F)(F)F)nc2ccccc21)c1c(N)n(Cc2ccccc2)c(=O)[nH]c1=O	0	-4%
Cc1ccc([C@@H]2C[C@H]3[C@@H](CN2S(=O)(=O)c2ccc(C)cc2)C(=O)C[C@@H](c2ccc(Cl)cc2)N3S(=O)(=O)c2ccc(C)cc2)cc1	?	13%
COc1ccc(N2CC(C(=O)Nc3nnc(SCC(=O)Nc4ccc(NC(C)=O)cc4)s3)CC2=O)cc1 (centres undefined)	6	11%
CCOCCC(=O)Nc1ccc2c(c1)c(=O)n(C)n2-c1ccccc1F	-13	-2%
COc1ccc2oc3cc(Cl)ccc3c(=O)c2c1	44	9%
CCC1(CC)COP(=O)(OCC(Cl)CCl)OC1 (centres undefined)	3	14%
CCCCN1CC[C@H]2C=CC[C@@H](C(=O)Nc3ccc(OC)cc3)[C@H]2C1=O	18	0%
Cc1cccc(NC(=O)COc2cccc3c2CCNC3=O)c1	38	-10%
COC(=O)C1=C(c2ccccc2)C[C@@H]2CC[C@H]1N2C(=O)NC1CCCCC1	-9	18%
Cc1ccc2c(c1)nc1c3ccccc3nc(-c3ccccc3N)n21	-11	-14%
Cc1cccc(C)c1NC(=O)C1C(c2ccccc2)=Nc2ccccc2N1C(=O)c1cnccn1 (centres undefined)	8	17%
C[C@@H]1CN([C@H](C)CO)C(=O)CCCn2nncc2CO[C@H]1CN(C)S(=O)(=O)c1ccc2c(c1)OCCCO2	-7	-7%
O=C(Nc1ccccc1)c1cc(C2CCCN(C(=O)OCc3ccccc3)C2)on1 (centres undefined)	-16	0%
COCCn1cnc2c1c(=O)n(CC(=O)NC1CCCCC1)c(=O)n2Cc1ccccc1	-39	-4%
CC[C@@H](C)[C@@H](CO)NC(=O)[C@H]1O[C@@H](n2cnc3c(N)ncnc32)[C@H](O)[C@@H]1O	4	-1%
Cc1cn(C2CC(O)C(CO)O2)c(=O)n(Cc2ccccc2)c1=O (centres undefined)	-10	19%
N#CCCC(C#N)(c1cccnc1)N1CCOCC1 (centres undefined)	-16	2%
O=C(c1ccncc1)N1CCN(c2cc(-c3ccccc3)nc3cc(-c4cccc(Cl)c4)nn23)CC1	6	-4%
Cc1sc(N=Nc2ccc(N(C)C)cc2)[n+]([O-])c1C	35	?
CC1(C(=O)NCc2ccc(C(F)(F)F)cc2)CCN1Cc1ccc(-c2ccccc2)o1 (centres undefined)	9	-29%
COc1ccc(C(=O)NCC2CCCN2S(=O)(=O)c2ccccc2)cc1OC (centres undefined)	-27	0%
F[B-](F)(F)COc1ccccc1	-8	0%
CN1CCc2c(sc3c2c(=O)n(-c2ccccc2)c2nnc(SCc4ccc(F)cc4)n32)C1	?	0%
O=C(C1=NOC2(C1)C(=O)Nc1ccccc12)N1CCCCC1 (centres undefined)	-9	-7%
COc1ccc(CCNc2cc(N3CCN(C(=O)c4ccccc4OC)CC3)ccc2[N+](=O)[O-])cc1OC	-94*	-5%
CCO/C(C)=N/Oc1cncnc1	-8	-2%
CC(=O)Nc1cc(-c2cccc(C)c2)cn2c(-c3ccc(S(C)(=O)=O)cc3)cnc12	14	35%[activator]
CC(=O)C1=CCC(c2ccc(Cl)cc2)N(S(=O)(=O)c2ccccc2)C1 (centres undefined)	-32	7%
COc1ccc(-c2ccc(C(=O)NCc3ccc(C(F)(F)F)cc3)c3occc23)c(C)c1	?	1%
COc1ccc(C(C(=O)NC(C)(C)C)n2c(-c3ccc(=O)[nH]c3)nc3ccccc32)cc1 (centres undefined)	-86*	-13%
COc1ccc(N=C2C(=S)N(c3ccc(OC)cc3)C(=NS(=O)(=O)c3ccccc3)N2c2ccccc2)cc1	48	23%
Cc1ccccc1CN(c1ccc(C(=O)N2CCN(C)CC2)cc1)S(C)(=O)=O	-9	5%
COc1ccc(OC)c(NC(=O)C2(C)CCN2C(=O)CC2CC2)c1 (centres undefined)	5	-5%
O=C(Nc1cccc(Oc2ccccc2)c1)C1Cc2c(-c3ccccc3)ccnc2O1 (centres undefined)	24	-2%
Going on with the list:
SMILES	HCMV inh	AMA1 RON2 block
COc1cc(S(=O)(=O)N2CCN(C(=O)c3cccs3)CC2)ccc1NC(C)=O	-4	0%
CC(=O)N1CCCc2cc(S(=O)(=O)N(C)CC(=O)Nc3ccccc3)ccc21	19	18%
COc1cccc(-c2cc3nc(NCc4ccc5occc5c4)n(C)c(=O)c3s2)c1	?	-4%
O=C(c1ccccc1Cl)N1CCN(c2ncccn2)CC1	22	14%
COC(=O)[C@@H]1N=C(c2ccc(OC)cc2)O[C@]12C(=O)N(Cc1ccc(OC)cc1)c1ccccc12	-6	-3%
CCCCCNC(=O)C(c1ccccc1F)n1c(=O)c(-c2ccco2)nc2ccccc21 (centres undefined)	?	-1%
CC1(C(=O)Nc2ccc3c(c2)OCO3)CCN1C(=O)Cc1cc(F)ccc1F (centres undefined)	-18	-3%
O=C(CCC1CCN(C(=O)CC2=CCCCC2)CC1)NCc1ccc(F)cc1	-16	15%
Cc1ccc(CC#N)c(-c2c(CC#N)ccc(C)c2C)c1C	-36	2%
Cn1cnc2c(oc3ccccc32)c1=O	19	-9%
COc1ccc(C(=O)N2CCCCC2c2cc(C(=O)NCc3cccnc3)no2)cc1 (centres undefined)	-29	-5%
C=CCC[C@H](CCCCC)OC(=O)/C=C/[C@H](O)[C@@H](O)C[C@@H](O)CC=C	0	1%
COC(=O)C(C(=O)OC)c1ncccc1NS(=O)(=O)c1ccc(C)cc1	-10	3%
O=C(CSCc1ccc(Br)cc1)Nc1ccccc1C(=O)N1CCOCC1	-11	-8%
O=S(=O)(CS(=O)(=O)Oc1ccccc1)Oc1ccccc1	9	1%
CCCCNc1nccnc1-c1cccc(C=O)c1	30	-20%
CC(C)C[C@H]1CN(CCCC[C@H]2CNC(=O)C(=O)N2CCc2ccc(O)cc2)C(=O)C(=O)N1CCC1CCCCC1	-12	0%
CCCCNC(=O)C1(C)CCC(=O)N1CCc1c[nH]c2ccccc12 (centres undefined)	-5	1%
O=Nc1c(O)[nH]c2ccc(Cl)c(Cl)c12	-3	-6%
COc1ccc(Cc2c(-c3cccc(Br)c3)nc3c(C)cc(Br)cn23)c(C)c1	-17	-4%
CCN(CC(=O)Nc1c(F)cccc1F)C(=O)CSCc1ccc(C)cc1	-15	6%
O=C(NC(c1ccc(Cl)cc1)c1cnccn1)C1CCN(Cc2cccc(C(F)(F)F)c2)CC1 (centres undefined)	?	1%
CCOC(=O)C1=C(C)N(Cc2ccccc2)C(=O)NC1c1ccccc1OS(=O)(=O)c1ccccc1[N+](=O)[O-] (centres undefined)	?	-22%
NC(c1csc(NC(=O)Nc2ccccc2Cl)n1)C1CCCCC1 (centres undefined)	-29	104%[activator]
Nc1nc2c(ncn2-c2ccccc2)c(=O)[nH]1	4	-6%
CC(=O)Oc1ccc(C23c4ccccc4C2(OC(C)=O)c2cc(OC(C)=O)ccc23)cc1 (centres undefined)	-70*	25%
CCC(=O)N(C)C[C@@H]1Oc2ncc(Br)cc2C(=O)N([C@@H](C)CO)C[C@H]1C	3	-6%
OCCc1ccc(NCCc2ccco2)cc1	23	-4%
O=C1NC[C@H](CCCCN2C[C@H](Cc3ccc(O)cc3)N(CC3CCCCC3)C(=O)C2=O)N(CCc2ccc(O)cc2)C1=O	-35	1%
Cc1ccc2c(c1)CCO[C@@]21O[C@H](CCO)C[C@H](O)[C@H]1O	4	6%
COC(=O)C1=C/C=C\CN(C(c2ccccc2)c2ccccc2)/C=C\1C(=O)OC	-27	-4%
Cc1ccc(CN2C(=O)C(C)Oc3ccc(C)cc32)cc1 (centres undefined)	2	18%
Cc1cccc(NC(=O)CSCC(=O)N(C)Cc2ccc3c(c2)OCCO3)c1	17	11%
Cn1ccc2c(-c3ccc4c(c3)OCCO4)cc3c(c21)C1CCC3O1 (centres undefined)	-3	?
CC1=C(C(=O)N2CCCCCC2)CC(CC(=O)NCCCN(C)C)C(=O)N1CCCN1CCCC1=O (centres undefined)	5	-1%
Clc1ccc(-c2cn(-c3nc4ccccc4s3)nn2)cc1	77	-1%
COc1ccc2c(c1)CCCC(Br)C2=O (centres undefined)	27	-3%
CCCNC(=O)C1(C)CCN(Cc2ccc(OCc3ccccc3)cc2)C1 (centres undefined)	-14	3%
O=[N+]([O-])c1ccc(COP(=O)(O)OCc2ccc([N+](=O)[O-])cc2)cc1	4&-2	-11%&2%
C[C@@H]1CN([C@H](C)CO)C(=O)CCCn2cc(nn2)CO[C@H]1CN(C)S(=O)(=O)c1ccc(Oc2ccccc2)cc1	20	-3%
Cc1c(C(=O)NCc2cccc([N+](=O)[O-])c2)sc(=O)n1Cc1ccccc1F	26	-4%
COc1cc2nc3n(c(=O)c2cc1OC)-c1ncccc1C(=O)NC3Cc1ccccc1 (centres undefined)	-21	17%
CCCNC(=O)C1(C)CCCN(C(=O)c2ccc(F)c(Cl)c2)C1 (centres undefined)	17	-1%
O=CNc1cc(-c2cccc(F)c2)cn2c(-c3ccc(F)cc3)cnc12	?	8%
CCCCc1ccc(-c2nn[nH]n2)nc1	71	?
Cn1c2c(sc1=O)CCC2	23	-4%
CC(C)C(N)c1csc(NC(=O)Nc2ccc(OC(F)(F)F)cc2)n1 (centres undefined)	-32	103%[activator]
COc1ccc(NC(=O)Cn2nnc(-c3ccccc3)c2COc2ccc3ccccc3c2)cn1	-5	-7%
COc1ccc(NC(=O)C[C@H]2C(=O)N(Cc3ccccc3)C[C@@H]2C)cc1	6	-7%
O=C(NC(Cc1c[nH]c2ccccc12)C(=O)O)OCC1c2ccccc2-c2ccccc21 (centres undefined)	?	-16%
CN(Cc1ccccc1)S(=O)(=O)c1ccc(Cl)c(C(=O)NCCCN2CCCC2=O)c1	-23	10%
COc1cc([N+](=O)[O-])c2nc(C)ccc2c1[N+](=O)[O-]	-3	-1%
CC(C)=CCNc1ncnc2c1c(C#N)cn2C1OC(CO)C(O)C1O (centres undefined)	59	9%

Screening results: PubChem, National Center for Advancing Translational Sciences (NCATS)

Only part of the results is shown, so the mix of outcomes need not match the whole.
